High-throughput results deposited in PubChem by several laboratories.
Dynein transport: blocks dynein driven cargo transport along microtubules; 3617.4 mouse cells, GR-EGFP nuclear translocation imaging; test concentration mostly 20 µM; stimulated with dexamethasone, 1 µM; hits give low values; z-score, hits read low; 0.47% of 220,000 active;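 active = plate z-score of nuclear minus cytoplasmic receptor signal below a set negative limit, without overly bright fluorescence or cell loss, cut at about -3.5 in these data, passing the limit was not always enough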;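 note: z-score of nuclear minus cytoplasmic ring GR-EGFP intensity difference per well; some compounds called inactive have numbers as strong as hits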
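Also added: dexamethasone, 1.0 µM final. Medium: tet-free, stripped-serum medium. Detection: fixed, Hoechst-stained cells imaged at 10x for EGFP. Read-out: nuclear-to-cytoplasmic GR-EGFP distribution per well. Times: induction 48 h, compound 1 h, agonist 30 min.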
Insulin prom up: MIN6 insulin promoter up-regulation; MIN6 insulin promoter-GFP reporter, high-content imaging; hits give high values; z-score at 5 µM; 0.3% of 190,000 active; AID 1625;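 active = z-score above 3 at 5 µM with at least 500 cells counted in the well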
MT stabilizer: stabilizes microtubules in HeLa cells. HeLa tubulin immunostaining HCS, 24 h; share of cells brighter than vehicle mean+2SD. % tubulin-high responders, % at 10 µM. 0.83% of 200,000 active. AID 2205;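 active = plate Z-score above 3 for both tubulin-high and condensed-nucleus cell shares, with cell loss under 80%, at 10 µM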;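 note: anti alpha tubulin signal scored within the nucleus-defined area of each cell; some results filed as inactive read as strong as hits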
b-catenin transl: modulators of beta-catenin nuclear translocation; HeLa beta-catenin nuclear translocation, immunofluorescence imaging; nuclear translocation activity, % at 5 µM; 0.3% of 190,000 active;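 active = nuclear translocation activity above 50% at 5 µM, with a well cell count of 50 or more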;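 note: per-cell ratio of nuclear to cytoplasmic median beta-catenin stain intensity; plate controls were DMSO negative control for no effect and GSK-3 inhibitor IX positive control for full effect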
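test system = HeLa cells, endogenous beta-catenin | dosing = single 5 µM dose plus 0.02–20 µM confirmation series | times = compound treatment 24 h, 37°C, 5% CO2 | technique = beta-catenin immunofluorescence imaging with DAPI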
Autophagy HCS: alters autophagy in cells; 0.98% of 190,000 active; calls only at 10 µM (by protocol); AID 463193; MEF GFP-LC3 puncta imaging; test concentration mostly 10 µM;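 active = percentage of spot-positive cells more than 3 SD above its plate mean, without a fluorescence outlier flag or 80% toxicity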;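 note: spot-positive cell cutoff set from DMSO-treated cells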
ER stress rescue: rescue of cells from ER stress-induced death, primary screen, 384-well, CSM14.1, thapsigargin, ATP luminescence (AID 1222). CSM14.1 thapsigargin-induced death rescue, ATP luminescence; higher % means a stronger effect. cellular ATP content (survival), % at 20 µM, or EC50 in µM where a hit was titrated. 190,000 tested, under 10 active;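 active = EC50 below 50 µM in the dose-response confirmation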;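 note: death triggered by thapsigargin at about 15 µM added after 2 h compound pretreatment; cell ATP read after overnight thapsigargin exposure of roughly 18 to 22 hours; normalized against plate controls of thapsigargin alone and 5% DMSO vehicle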
Lipid droplet: hepatic lipid droplet formation modulation; AML12 mouse hepatocytes, oleate lipid droplets, BODIPY imaging; inhibition, % at 6.5 µM; 0.4% of 240,000 active;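 active = lipid droplet intensity inhibited by at least 50%, with more than 500 cells counted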
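System: AML12 hepatocytes (mouse). Probe or stimulus: oleic acid at 100 µM to induce lipid droplet formation. Times: overnight treatment with compound plus oleate. Detection: Image-based BODIPY and DAPI two-channel analysis. Evaluation: percent inhibition of filter-corrected integrated lipid droplet intensity per well.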
WT yeast gro inh: growth inhibition of WT yeast, mitochondrial fusion screen | mitochondrial fusion phenotypic screen, WT strain | inhibition, % at 10 µM | 2.1% of 190,000 active | AID 1362; in the data active = inhibition above about 58%; tested in S. cerevisiae
XIAP antagonists: XIAP antagonists, biochemical, IAP family, fluorescence polarization (AID 1018). displacement, % at 20 µM, or IC50 in µM where a hit was titrated. XIAP BIR domain, fluorescence polarization peptide displacement; higher % means a stronger effect. 0.007% of 200,000 active; in the data active = displacement above about 50%; note: a part of the inactive calls stands beside numbers as strong as those of hits
WT yeast gro inh mutant strain: also measured in WT yeast gro inh; calls as there; inhibition, %; mitochondrial fusion phenotypic screen, mutant strain inhibition
Dynein transport cytoplasmic EGFP: second read-out of Dynein transport, no call of its own (marks repeat the call); z-score; measured here: cytoplasmic GR-EGFP intensity; hits give high values
Dynein transport nuclear GR-EGFP: second read-out of Dynein transport, no call of its own (marks repeat the call); z-score; measured here: nuclear GR-EGFP intensity;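 lower value marks the stronger effect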
Dynein transport cell count: second read-out of Dynein transport, no call of its own (marks repeat the call); z-score; measured here: cell count per field
Insulin prom up cell count: recorded beside Insulin prom up, whose call it bears; cell count; measured here: cytotoxicity, nuclei count;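 total cells summed across four imaged fields per well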
Lipid droplet cells 6.5 µM: also measured in Lipid droplet; calls as there; cell count; measured here: cell count, cytotoxicity flag;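 cells counted across two imaged fields per well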
b-catenin transl cell count 5 µM: recorded beside b-catenin transl, whose call it bears; cell count; measured here: cell count, cytotoxicity flag
MT stabilizer Hoechst-high %: further read-out of MT stabilizer, marked with its call; % Hoechst-high responders; measured here: nuclear condensation Hoechst responders;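 share of cells brighter than vehicle mean plus two SD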
MT stabilizer cytotoxicity %: also measured in MT stabilizer; calls as there; toxicity, %; measured here: cytotoxicity by cell density;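 0% = mean cell density of plate MIN control wells and 100% = no cells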
Autophagy HCS cell loss 18 h: recorded beside Autophagy HCS, whose call it bears; toxicity, %; measured here: cell loss, nuclei count;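 cell loss after 18 h compound exposure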
Numbers without * were called inactive; i = inactive; . = not tested or not shown.

SMILES	Dynein transport	Dynein transport cytoplasmic EGFP	Dynein transport nuclear GR-EGFP	Dynein transport cell count	Insulin prom up	Insulin prom up cell count	MT stabilizer	MT stabilizer Hoechst-high %	MT stabilizer cytotoxicity %	b-catenin transl	b-catenin transl cell count 5 µM	Autophagy HCS	Autophagy HCS cell loss 18 h	ER stress rescue	Lipid droplet	Lipid droplet cells 6.5 µM	WT yeast gro inh	WT yeast gro inh mutant strain	XIAP antagonists
Cc1cc([N+](=O)[O-])c(Cl)cc1NC(=O)C(C)C	0.987	0.0119	1.49	-2.19	0.23	1320	2.1	1.7	4.5	0.9	1005	i	6.9	-0.2%	-0.9	635	-6.2	-13.0	-0.7%
O=P(C(c1ccc2c(c1)OCO2)N1CCOCC1)(N1CCOCC1)N1CCOCC1 (stereo unspecified)	-0.397	-0.146	0.14	0.591	.	.	3.7	2.0	4.4	.	.	i	-1.8	3.2%	.	.	14.5	-18.5	-2.5%
NC(=O)C1(N2CCCCC2)CCN(Cc2ccccc2)CC1	-1.1	-0.167	-0.745	0.528	-0.08	1786	2.3	1.3	2.3	2.0	981	i	-2.8	-2.8%	-2.0	671	17.6	11.4	-2.8%
Cc1cccc(N2C(=O)NC(=O)C3(Cc4cc(C)ccc4N(C)C3)C2=O)c1 (stereo unspecified)	0.698	-0.13	0.315	-0.739	0.18	997	1.6	1.9	11.2	0.1	1180	i	-1.2	-1.2%	.	.	3.5	-9.8	-0.9%
CC12CCC(=O)C=C1CCC1C2CCC2(C)C(O)CCC12 (stereo unspecified)	-0.824	-0.183	-0.192	0.593	.	.	12.4	3.3	18.2	.	.	i	-3.4	2.6%	.	.	2.6	0.6	-1.1%
C=CCn1c(O)c(C(C)=NCCCN2CCOCC2)c(=O)[nH]c1=O	-0.117	-0.454	0.0783	0.25	0.1	1719	4.5	2.8	5.6	0.4	1429	i	1.3	-0.5%	.	.	32.9	-3.1	0.3%
Cc1ccc2c(c1)CC1(CN2C)C(=O)NC(=O)N(c2ccc(C)c(C)c2)C1=O (stereo unspecified)	0.49	-0.181	0.0852	-0.244	-0.79	1111	3.1	1.6	7.0	-1.2	1131	i	22.4	-0.2%	.	.	6.2	6.3	-7.7%
O=C(CN1C(=O)CN=C(c2ccccc2)c2ccccc21)NCc1ccco1	-0.148	-0.21	0.257	0.802	0.81	1121	3.8	1.6	5.8	.	.	i	-5.8	.	-4.5	810	-5.1	12.5	-7.5%
Cc1cc(/C=C2\C(=O)NC(=O)N(Cc3ccccc3)C2=O)c(C)n1-c1ccc(Cl)c(C(=O)O)c1	2.07	-0.135	1.39	-1.82	0.3	1314	5.1	2.7	2.0	3.0	509	i	5.2	0.4%	4.6	687	19.8	4.7	-2.6%
CC(/C=C(\C)Nc1ccccc1)=Nc1ccccc1	-0.258	-0.339	0.296	0.555	0.43	1358	5.1	2.7	3.8	-0.7	1054	i	2.3	-2.2%	4.9	649	-18.5	1.6	-5.0%
O=C1CC(N2CCC(n3c(=O)[nH]c4ccccc43)CC2)C(=O)N1c1ccc(F)cc1 (stereo unspecified)	-0.853	-0.226	-0.484	0.854	-0.07	1706	3.0	1.4	2.0	0.8	994	i	-4.6	-2.3%	0.5	709	-4.0	1.6	-6.1%
CSc1ccc(CNC(C)C(O)c2ccccc2)cc1 (stereo unspecified)	-0.0355	-0.209	0.667	-0.465	-0.82	1338	9.3	1.5	22.6	-0.1	1438	i	7.8	-2.6%	-29.5	494	18.2	16.2	-4.7%
CCn1c(O)c(C=Nc2cc(Cl)ccc2Cl)c(=O)n(CC)c1=O	0.445	-0.212	1.02	-0.442	0.14	1330	2.1	2.2	10.2	3.2	534	i	-0.1	1.4%	-26.4	605	10.6	1.5	0.4%
Cn1cc(C(=O)Cc2ccccc2)c2ccccc21	0.0681	-0.262	-0.00715	1.12	0.21	1557	4.2	3.0	3.7	1.6	1122	i	-20.0	-0.3%	-1.5	649	-10.4	-5.1	0.7%
O=C1NC(=O)N(Cc2ccccc2)C(=O)/C1=C\N1CCCc2ccccc21	-1.48	0.188	-0.962	0.998	0.66	1197	3.5	2.0	9.5	-0.6	841	i	-11.0	-2.6%	8.4	633	-14.4	6.7	-3.7%
O=C(N/N=C/c1c(O)n(CCC2=CCCCC2)c(=O)[nH]c1=O)c1ccccc1	0.165	-0.271	0.552	-0.442	0.23	1452	3.1	2.9	6.9	0.1	1116	i	5.1	-2.2%	-1.2	678	11.0	6.1	-23.1%
CCCCOCCCn1c(N)c(C(=O)OC(C)COC)c2nc3ccccc3nc21 (stereo unspecified)	-0.47	-0.153	-0.0147	0.174	-0.6	940	3.3	2.1	8.8	0.4	1057	i	-11.9	-0.2%	-0.4	776	8.8	7.2	2.1%
Fc1ccc(C(OCCN2CCCC2)c2ccc(F)cc2)cc1	0.819	-0.204	0.779	-1.2	-1.13	1300	2.9	3.2	2.8	.	.	i	11.9	0.0%	-7.7	654	2.9	-0.5	-1.3%
CNCCc1ccccc1	1.22	-0.682	1.4	-1.08	0.33	1133	.	.	.	-0.7	1296	.	.	.	-8.0	684	.	.	.
O=c1c2ccccc2nc(-c2ccco2)n1-c1ccccc1	0.303	-0.265	0.134	-0.151	0.52	1137	4.3	3.0	4.4	0.7	1114	i	-1.0	-1.0%	-0.9	751	-6.2	-7.6	-9.5%
COc1ccc(C(=O)CC2C(=O)N(C)C(=O)N(C)C2=O)cc1	-1.63	-0.0914	-0.808	1.68	0.74	1053	3.2	2.8	5.2	-0.4	1118	i	31.8	-1.5%	5.9	728	-3.0	-10.5	-8.0%
O=C(c1cccc([N+](=O)[O-])c1)C12CN3CN(CN(C3)C1)C2	-0.304	-0.268	-0.194	0.572	-0.22	1276	4.5	2.2	2.1	-1.5	1071	i	10.4	.	-2.9	698	6.9	6.2	-2.3%
CCOC(=O)N(C)c1ccc(C(O)(C(=O)OCC)C(F)(F)F)cc1 (stereo unspecified)	-0.277	-0.102	-0.184	0.29	-0.09	1072	3.2	0.1	22.8	-0.3	1038	i	1.5	.	1.1	513	-2.8	-7.6	-2.3%
CC(C)(C)NC(=S)N1CCn2cccc2C1c1cccnc1 (stereo unspecified)	-0.197	-0.243	-0.392	1.26	-1.16	1245	2.3	2.0	10.1	.	.	i	2.1	-0.7%	-1.7	736	-0.7	8.9	-1.0%
CN1CCC(O)(c2ccc(Cl)cc2)C(C(=O)c2ccc(Cl)cc2)C1 (stereo unspecified)	-0.959	-0.274	-0.374	0.699	0.43	1464	1.8	1.4	5.5	-0.2	1538	i	35.2	6.9%	19.9	751	30.1	22.9	-3.6%

The closing two compounds of the part above lead into the next:
SMILES	Dynein transport	Dynein transport cytoplasmic EGFP	Dynein transport nuclear GR-EGFP	Dynein transport cell count	Insulin prom up	Insulin prom up cell count	MT stabilizer	MT stabilizer Hoechst-high %	MT stabilizer cytotoxicity %	b-catenin transl	b-catenin transl cell count 5 µM	Autophagy HCS	Autophagy HCS cell loss 18 h	ER stress rescue	Lipid droplet	Lipid droplet cells 6.5 µM	WT yeast gro inh	WT yeast gro inh mutant strain	XIAP antagonists
CC(C)(C)NC(=S)N1CCn2cccc2C1c1cccnc1 (stereo unspecified)	-0.197	-0.243	-0.392	1.26	-1.16	1245	2.3	2.0	10.1	.	.	i	2.1	-0.7%	-1.7	736	-0.7	8.9	-1.0%
CN1CCC(O)(c2ccc(Cl)cc2)C(C(=O)c2ccc(Cl)cc2)C1 (stereo unspecified)	-0.959	-0.274	-0.374	0.699	0.43	1464	1.8	1.4	5.5	-0.2	1538	i	35.2	6.9%	19.9	751	30.1	22.9	-3.6%
CCCCCCn1c(O)c(C=NC2CCCCC2N)c(=O)[nH]c1=O (stereo unspecified)	0.738	-0.262	0.188	0.175	.	.	3.8	4.6	10.4	-3.8	933	i	15.3	2.2%	.	.	5.5	12.8	-2.7%
C=CCn1c(O)c(C(C)=Nc2ccc(NC(C)=O)cc2)c(=O)[nH]c1=O	-0.598	-0.207	0.0235	0.0201	.	.	4.3	1.8	14.6	.	.	i	-0.9	-1.7%	.	.	9.3	13.5	-0.6%
C=Cc1ccc(Cn2c(C(=O)O)c(C=O)c3ccccc32)cc1	-0.662	-0.238	-0.145	0.504	0.3	1272	1.3	1.3	2.1	-0.1	1128	i	23.9	-7.3%	8.6	652	10.2	3.0	-2.1%
COC(=O)C(O)(c1ccc(NC(=S)NC(=O)c2ccc(Cl)cc2Cl)c(C)c1)C(F)(F)F (stereo unspecified)	0.65	-0.21	0.629	-1	-0.18	1116	2.5	1.8	1.1	-1.8	520	i	0.8	-0.7%	12.2	640	75.2*	45.8*	-3.4%
CCCCCn1c(N)c(C(=O)NCCN2CCOCC2)c2nc3ccccc3nc21	1.48	0.014	0.752	-1.38	-1.69	728	3.0	1.3	5.9	-2.4	894	i	-5.7	-4.0%	.	.	10.8	-0.9	4.2%
Cc1nn(Cc2ccccc2)c(Cl)c1C(=O)O	-0.194	-0.15	0.241	0.317	-0.03	1412	4.7	3.1	5.6	-3.4	1156	i	10.8	-0.9%	7.3	685	-13.5	11.0	-1.8%
C=CCNC(=S)Nc1ccc(OC(=O)Nc2ccc(Cl)c(Cl)c2)cc1	2.62	-0.42	1.69	-2.13	0.02	836	.	.	.	-0.9	1350	.	.	.	-16.7	676	.	.	.
Cn1c(O)c(C(=O)c2ccccc2)c(=O)n(C)c1=O	-0.488	-0.203	-0.279	0.00626	-0.3	1648	2.5	2.5	3.2	-0.9	1018	i	3.2	-2.3%	16.4	708	1.2	3.2	1.1%

Only part of the results is shown (hit frequency here may not be typical).
